FAS-TE inh: FAS thioesterase (human) inhibition. AID 602261. recombinant FAS-TE, OMFH fluorogenic substrate, fluorescence endpoint. actives 0.67% (n = 360,000). inhibition, % at 15 µM. P49327;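 active = compounds whose normalised, plate-corrected inhibition of enzyme fluorescence in the single-dose primary screen is 50% or more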;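 note: 0% = DMSO with enzyme and 100% = substrate without enzyme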
E coli Lon inh: inhibitors of E. coli Lon protease; P0A9M0; purified E. coli Lon protease, fluorescence polarization; inhibition, % at 7.94 µM; actives 0.42% (n = 360,000); AID 602123; in the data active = inhibition above about 13%, passing the limit was not always enough;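 note: 0% = enzyme with probe and DMSO and 100% = no enzyme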
Rin1 Abl inh: inhibitors of human Rin1-Abl protein interaction | actives 0.4% (n = 360,000) | P00519+Q13671 | AID 588664 | inhibition, % at 7.35 µM | TR-FRET Rin1/Abl binding, biochemical; in the data active = inhibition above about 5%, passing the limit was not always enough
bovine MsrA act: bovine methionine sulfoxide reductase A activation | activation, % at 10.6 µM | purified bovine MsrA, absorbance read-out | AID 602163 | actives 0.3% (n = 360,000); in the data active = activation above about 7.5%;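 note: 0% = vehicle and 100% = reference activator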
PABP1 MLLE inh: blocks PAM2 peptide binding to the PABP1 MLLE domain. P11940. GST-MLLE / FITC-PAM2 fluorescence polarization. inhibition, % at 20 µM. actives 0.36% (n = 360,000). AID 588489; in the data active = inhibition above about 35%, passing the limit was not always enough;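 note: plate controls were DMSO wells with GST-MLLE for no effect and wells lacking GST-MLLE protein for full effect; some results filed as inactive read as strong as hits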
MT1-MMP act inh: blocks activation of human MT1-MMP | HT1080 RFP-PRO-GFP cells, GFP/RFP ratio fluorescence, overnight; percent of plate control window, DMSO zero | GFP/RFP ratio change, % at 20 µM | actives 0.061% (n = 360,000) | P50281;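 active = GFP/RFP ratio change of at least 30% with cell ATP level not reduced by more than half and red fluorescence within 50% of control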; note: strong numbers were not always called active
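Assay system: HT1080 cells carrying an RFP-PRO-GFP reporter | Dosing: Single dose of 20 µM compound, 1% DMSO final | Incubation: Cells overnight before dosing, compound overnight, 37 °C, 5% CO2 | Evaluation: GFP/RFP fluorescence ratio | Control set: DMSO and RFP-L50D-GFP cell wells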
MsrA inh: inhibits bovine methionine sulfoxide reductase A; purified bovine MsrA, absorbance read-out; inhibition, % at 15.5 µM; actives 0.75% (n = 360,000); AID 651718; in the data active = inhibition above about 4.5%;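 note: 0% = vehicle wells with enzyme and 100% = reference inhibitor wells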
Rpn11 block: Rpn11 (human) deubiquitinase inhibition | human 26S proteasome, Ub4-pepOG fluorescence polarization; 20S core pre-blocked with epoxomicin | calls only at 20 µM | actives 0.59% (n = 360,000) | AID 588493;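 active = inhibition at 20 µM, scaled to each plate's controls, above about 33%, limit read from the data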
CSN deneddyl inh: blocks human CSN-mediated cullin deneddylation. Q92905. Purified CSN, SCF-Nedd8-OG deneddylation, fluorescence polarization. inhibition, % at 12.5 µM. actives 0.38% (n = 360,000). AID 651999;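 active = pattern-corrected inhibition above about 35%, with an unprinted fluorescence ratio check between 0.5 and 1.5, limit read from the data, passing the limit was not always enough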;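 note: 0% = enzyme with substrate and 100% = substrate without enzyme; some results filed as inactive read as strong as hits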
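Assay system: Purified human Csn5 enzyme expressed in HEK293T cells | Amount: Enzyme 0.24 nM | Measured by: Fluorescence polarization readout | Medium: Tris/NaCl/DTT buffer, pH 7.5 | Compound dosing: One concentration, 12.5 µM, 0.25% DMSO | Times: 90 min incubation of compound, enzyme and substrate at room temperature | Control set: no-enzyme wells high, enzyme-with-substrate wells low | Read-out: % inhibition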
Starred values were filed as active, the others as inactive; i = inactive; . = no result given.

SMILES | FAS-TE inh | E coli Lon inh | Rin1 Abl inh | bovine MsrA act | PABP1 MLLE inh | MT1-MMP act inh | MsrA inh | Rpn11 block | CSN deneddyl inh
COc1ccccc1CC(=O)Nc1nc(-c2ccc(F)c(F)c2)cs1 | 24 | 9 | -1 | -1 | -5 | -8 | -1.4 | i | 0
O=C(CCCCCN1C(=O)c2ccccc2C1=O)Nc1ccc(C(=O)O)cc1 | -5 | 6 | -1 | -3 | 13 | 4 | 1.2 | i | 1
COCCNC(=O)c1nc2ccccc2s1 | -14 | 5 | 5 | -7 | -10 | 3 | 1.7 | i | 4
CC(C)N(Cc1ccccc1)C(=O)COC(=O)CCC(=O)c1ccc(F)cc1 | 2 | -5 | 3 | -2 | -31 | 3 | -0.4 | i | 0
COc1ccc(C(=O)N[C@H](C(=O)Nc2ccc(S(=O)(=O)N3CCOCC3)cc2)C(C)C)cc1 | 2 | -3 | -1 | -3 | 1 | -5 | 0.8 | i | 5
COC(=O)C1=C(C)NC(=O)CC1c1ccccc1OC (stereo not given) | -8 | -9 | 6 | -7 | 4 | 6 | 0.0 | i | -5
CCC(C)Sc1nc2c(c(=O)[nH]c(=O)n2C)n1Cc1ccc(Cl)cc1 (stereo not given) | 12 | -12 | 2 | -10 | -121 | -7 | -1.4 | i | 3
COc1ccc(COC(=O)c2n[nH]c3ccccc23)cc1F | -8 | -3 | -1 | -14 | -6 | 2 | 0.3 | i | 1
C/C(=N\NS(=O)(=O)c1c(C)cc(C)cc1C)c1ccncc1 | -3 | -4 | 1 | -2 | 2 | 4 | 1.4 | i | 1
CCCn1c(N)c(C(=O)NS(=O)(=O)c2ccc(C)cc2)c(=O)n(C)c1=O | -6 | -7 | 2 | -3 | 3 | 2 | 2.3 | i | 7
COc1cccc(C(N)c2nc(-c3cc(F)cc(F)c3)cs2)c1 (stereo not given) | -1 | 5 | 0 | 1 | -3 | -3 | 0.0 | i | -1
CCCCNC(=O)CCCCCn1c(=O)[nH]c2cc(OC)c(OC)cc2c1=O | -5 | 6 | 1 | -2 | 5 | 5 | -0.3 | i | 5
CC(C)[C@H](NC(=O)c1cccc(S(=O)(=O)N2CCOCC2)c1)C(=O)Nc1nccs1 | -4 | -4 | 1 | -4 | -2 | -4 | -1.0 | i | -1
CCc1ccccc1NC(=O)COc1cccc2ccc(C)nc12 | -7 | -16 | -1 | -2 | 9 | -6 | 1.2 | i | 0
CCOC(=O)c1cc(-c2ccccc2)n(Cc2cc(CC)no2)n1 | -8 | -9 | 1 | -3 | -5 | 0 | 0.1 | i | 110
Cc1cccc(-n2c(O)c(C=Nc3ccc4c(c3)OCO4)c3ccccc3c2=O)n1 | 12 | -1 | -2 | -3 | 0 | -3 | 0.2 | i | -4
CC(=O)Nc1ccc(-c2cc(C(=O)O)c3cc4ccccc4cc3n2)cc1 | -2 | -3 | -6 | 0 | -8 | -5 | -0.5 | i | 5
O=C(N/N=C/c1c(F)cccc1Cl)c1cc(C2CC2)[nH]n1 | -3 | -5 | 1 | -6 | -4 | -4 | 0.3 | i | -4
CN(Cc1ccccc1)C(=O)c1cccc(NC(=O)Cc2ccc(NC(=O)C3CCN(C(=O)C4CCC4)CC3)cc2)c1 | -7 | 1 | 1 | 0 | 5 | 4 | 1.9 | i | 2
Nc1nc(N)nc(-c2ccc(Cl)c(Cl)c2)n1 | 0 | 6 | -1 | -3 | 17 | -13 | 0.5 | i | 1

The last two compounds of the section before come first, to join the parts.
SMILES | FAS-TE inh | E coli Lon inh | Rin1 Abl inh | bovine MsrA act | PABP1 MLLE inh | MT1-MMP act inh | MsrA inh | Rpn11 block | CSN deneddyl inh
CN(Cc1ccccc1)C(=O)c1cccc(NC(=O)Cc2ccc(NC(=O)C3CCN(C(=O)C4CCC4)CC3)cc2)c1 | -7 | 1 | 1 | 0 | 5 | 4 | 1.9 | i | 2
Nc1nc(N)nc(-c2ccc(Cl)c(Cl)c2)n1 | 0 | 6 | -1 | -3 | 17 | -13 | 0.5 | i | 1
COc1cc(/C=N/NC(=O)COc2ccc([N+](=O)[O-])cc2)ccc1OCC(=O)N1CCOCC1 | 1 | 3 | 0 | -6 | -5 | -1 | 2.4 | i | -5
Cc1ccc(NC(=O)CN2C(=O)CNC2=O)cc1 | -6 | -4 | -1 | -3 | -5 | 2 | -0.7 | i | -2
CN(CC(=O)Nc1nc2ccccc2s1)S(=O)(=O)c1ccccc1 | -2 | 1 | -1 | 0 | 2 | 10 | -0.5 | i | 3
COc1ccccc1C(=O)Nc1nnc(-c2ccc(Cl)cc2)o1 | -2 | -6 | 2 | -2 | 7 | 1 | 0.1 | i | 7
CCn1c(SCC(=O)N2CCN(c3ccccc3)CC2)nc2c(c1=O)SC(C)C2 (stereo not given) | 2 | 1 | -3 | -2 | 18 | -5 | 1.4 | i | 2
Cc1ccccc1OCC(=O)Nc1nnc(S(=O)(=O)N2CCCC2)s1 | 6 | -2 | -4 | 5 | -62 | 7 | 0.5 | i | 1
Cc1coc2cc3oc(=O)c(CC(=O)N[C@@H](CC(C)C)C(=O)O)c(C)c3cc12 | -1 | 4 | 3 | -3 | -2 | 0 | 2.0 | i | 8
O=C(CCSc1ccccc1)Nc1ccc(S(=O)(=O)Nc2ncccn2)cc1 | -5 | 3 | 1 | -4 | -3 | 2 | -0.4 | i | -1
COc1ccc(NC(=O)C2CCCCN2N)cc1OC (stereo not given) | -11 | -6 | 3 | -12 | 7 | 0 | -0.8 | i | 6
CCC(=O)Oc1ccc2c(=O)c(-c3ccc4ccccc4n3)c(CC)oc2c1C | 2 | -1 | 1 | -5 | -6 | -2 | 0.5 | i | 1
CCOC(=O)CSc1nc2ccccc2c(=O)n1CC | -4 | -14 | 2 | -5 | 2 | 0 | 2.4 | i | 3
CCn1c(C)c(C(C)=O)c(N2CCN(c3ccccc3)CC2)nc1=S | -9 | -32 | -2 | -2 | -1 | -29 | 0.5 | i | -2
COc1nc2ccccc2nc1N1CCN(c2ccc(F)cc2)CC1 | 20 | -9 | -2 | 1 | -9 | 3 | -0.3 | i | -2
CN(C)S(=O)(=O)c1ccc(C(=O)OCCc2ccccc2)cc1 | 17 | 0 | 1 | -1 | -3 | 3 | 1.2 | i | -2
Cn1cc([N+](=O)[O-])c(C(=O)N/N=C\c2c[nH]c3ccccc23)n1 | 8 | 1 | 1 | -5 | -8 | -2 | 3.1 | i | -1
O=C(NCCN1CCCCC1)c1cc(Cl)ccc1Cl | 1 | -13 | 1 | -4 | -2 | 0 | 0.3 | i | 0
O=C(c1cc(-c2cccs2)nn1-c1ccccc1)N1CCN(S(=O)(=O)c2ccccc2)CC1 | 29 | -8 | -1 | -1 | -15 | -8 | -1.5 | i | -2
CCOc1ccc(-c2nnn(CC(=O)N3CCCC3)n2)cc1OCC | -9 | -1 | -2 | -3 | 4 | 1 | 0.4 | i | 4
CC(=O)N1CCCc2cc(S(=O)(=O)NCc3ccc(C)cc3)ccc21 | -6 | -9 | -2 | -3 | 10 | 4 | -0.6 | i | 1
Cc1ccc(OCc2nnc(SCC(=O)Nc3ccc(N4CCOCC4)cc3)o2)cc1 | -1 | -3 | 1 | -3 | 5 | 3 | 1.1 | i | -5
CC(CNS(=O)(=O)c1ccc2c(c1)NC(=O)CCS2)c1ccccc1 (stereo not given) | 7 | -16 | -4 | -2 | 0 | -5 | -0.3 | i | 0
O=C(NCCCN1CCOCC1)c1ccc(Sc2ccccc2Cl)c([N+](=O)[O-])c1 | 1 | -12 | 1 | 4 | -7 | -1 | -0.3 | i | 2
O=C(COC(=O)c1ccc(S(=O)(=O)N2CCCC2)cc1)NCCc1ccc(F)cc1 | 1 | -7 | 1 | 3 | -8 | 2 | -0.9 | i | -1
CCN(CC)C(=O)N1CCN(S(=O)(=O)c2c(C)cc(C)cc2C)CC1 | -5 | -4 | 1 | -10 | -5 | 6 | 1.2 | i | -1
COC(C/C=C\[C@H](O)[C@H](C)OCc1ccccc1)OC | -10 | -6 | 0 | -2 | 2 | . | -0.9 | i | -4
O=C(CCN1C(=O)/C(=C/c2cccs2)SC1=S)Nc1ccc(C(=O)O)c(O)c1 | 3 | -7 | 1 | -1 | 1 | 3 | 0.5 | i | -2
O=C(N/N=C/c1ccc(Cl)cc1)c1sccc1OCc1ccc(F)cc1 | 39 | -8 | -4 | -1 | 14 | 13 | 2.1 | i | 4
Cc1ccsc1C(=O)N1CCC1(C)C(=O)NS(=O)(=O)c1cccc(F)c1 (stereo not given) | -8 | -1 | 1 | -2 | -1 | -2 | 1.9 | i | 2
COC(=O)c1cn(CC(=O)Nc2ccc(OC)cc2)c2ccccc12 | -1 | 7 | 1 | -3 | 2 | 6 | 2.8 | i | -2
O=C(Nc1nncs1)c1ccc(S(=O)(=O)c2ccccc2)cc1 | -5 | -3 | 2 | -10 | 1 | 1 | 0.1 | i | 0
Cc1cccc(CC(=O)NC2CCN(C)CC2)c1 | -6 | -7 | 0 | -1 | -13 | 4 | -0.2 | i | 1
Cc1cc(=O)c(C(=O)O)c(C)n1-c1ccccc1 | -5 | 5 | 6 | -14 | -8 | 2 | -0.4 | i | 4
CCN(CC)CCNCC(=O)Nc1ccc(Oc2ccccc2)cc1 | -6 | 3 | 2 | -5 | -6 | 4 | 1.7 | i | 2
O=C(NCc1ccccn1)c1cccc(NS(=O)(=O)c2ccc(Br)cc2)c1 | -2 | -14 | -2 | -1 | -10 | 3 | 0.4 | i | 2
CC(C)COC(=O)n1c(=O)oc2ccc(S(=O)(=O)N3CCCCC3)cc21 | -4 | -4 | -3 | 0 | -1 | -2 | 0.8 | i | 6
Cc1ccc(S(=O)(=O)N2CC(O)C2)cc1 | -6 | -11 | -1 | -1 | 4 | -1 | -0.3 | i | -1
CCOC(=O)c1ccc(S(=O)(=O)NNS(=O)(=O)c2ccc(C)cc2)cc1 | -3 | -3 | -1 | 0 | 16 | -1 | -1.2 | i | -3
COCCN(CC(=O)Nc1cccc(C)c1C)C(=O)/C=C/c1ccc2c(c1)OCCO2 | -1 | -8 | -6 | -1 | -62 | 1 | 1.2 | i | 2
CCOCCCNC(=O)C(NC(=O)Cc1cccs1)c1ccc(C)cc1 (stereo not given) | -5 | 2 | -2 | -12 | 0 | . | 0.5 | i | -3
CC(CNC(=O)CCn1ccc2cc(S(=O)(=O)N3CCCC3)ccc21)c1ccccc1 (stereo not given) | 4 | 2 | 4 | -1 | -9 | 4 | 1.6 | i | -6
COc1ccc(NC(=O)c2ccc(NC(=O)CSc3nc(N)cc(=O)[nH]3)cc2)cc1 | -3 | 0 | 2 | -2 | 4 | -2 | 0.6 | i | -5
NS(=O)(=O)c1ccc(NC(=O)COC(=O)COc2ccc(Cl)cc2)cc1 | -10 | 0 | 5 | -15 | 1 | 1 | -0.1 | i | 4
CCOC(=O)N(C)C[C@H]1OCc2cnnn2CCCC(=O)N([C@@H](C)CO)C[C@H]1C | -9 | -6 | 1 | -2 | -5 | 2 | -0.4 | i | 0

Two neighbouring entries out of the list so far:
SMILES | FAS-TE inh | E coli Lon inh | Rin1 Abl inh | bovine MsrA act | PABP1 MLLE inh | MT1-MMP act inh | MsrA inh | Rpn11 block | CSN deneddyl inh
Cc1cc(=O)c(C(=O)O)c(C)n1-c1ccccc1 | -5 | 5 | 6 | -14 | -8 | 2 | -0.4 | i | 4
CCN(CC)CCNCC(=O)Nc1ccc(Oc2ccccc2)cc1 | -6 | 3 | 2 | -5 | -6 | 4 | 1.7 | i | 2

From PubChem BioAssay
